SNCA expr inhib = reduces expression of the alpha-synuclein gene. HEK-293 SNCA-luciferase knock-in, luminescence, 24 h. Potency, µM (doses to about 57.2 µM), for inactives: at the highest dose activity change, negative = inhibition, actives largely listed as inhibitors. 0.17% of 140,000 active. AID 1671194;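 note: potency is the fitted concentration of half-maximal effect; plate controls were DMSO cells for no effect and cell-free wells for full effect; nearly all actives have a fitted effect of over 45% in size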
NIH3T3 tox = kills NIH 3T3 cells; NIH 3T3 viability, CellTiter-Glo ATP luminescence, 48-72 h; Potency, µM (highest dose often 96.7 µM), for the others: top-dose activity change, negative = cytotoxicity, usual class: inhibitors; 4.3% of 94,000 active; note: potency is the fitted concentration of half-maximal effect; nearly all actives have a fitted effect of over 55% in size
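Luminescent ATP readout (CellTiter-Glo, 10 min RT) after 48 or 72 hr compound exposure of NIH 3T3 cells seeded at 400 cells/well in 1536-well format; quantitative HTS.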
IP6K1 inh = inhibitors of human IP6K1; Q92551; IP6K1 kinase, ADP-Glo luminescence, 2 h; active compounds read low; activity change, % (series mostly up to about 58 µM); 0.81% of 140,000 active; in the data active = activity change below about -25%
Target sequence (Q92551 whole entry, looked up): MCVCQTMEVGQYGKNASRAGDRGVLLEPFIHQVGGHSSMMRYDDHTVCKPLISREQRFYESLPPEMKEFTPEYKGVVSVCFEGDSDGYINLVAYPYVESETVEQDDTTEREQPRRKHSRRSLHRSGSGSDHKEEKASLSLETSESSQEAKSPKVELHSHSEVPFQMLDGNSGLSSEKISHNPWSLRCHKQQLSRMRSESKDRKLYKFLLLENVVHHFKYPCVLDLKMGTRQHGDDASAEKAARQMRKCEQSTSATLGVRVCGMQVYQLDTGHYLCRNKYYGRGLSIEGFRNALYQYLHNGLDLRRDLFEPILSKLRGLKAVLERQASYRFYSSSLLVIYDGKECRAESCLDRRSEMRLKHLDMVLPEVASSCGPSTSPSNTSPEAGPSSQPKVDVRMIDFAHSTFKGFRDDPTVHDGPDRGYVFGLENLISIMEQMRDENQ
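ADP-Glo luminescence measures ADP made by human IP6K1 during a 2 h RT reaction with ATP/IP6 (mix at 1.3 mM/130 uM); top library doses 57.5 and 19.1 uM final.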
HEK cytotox = kills HEK 293 cells. Potency, µM (titrated, usually from 115 µM), inactives show at the top dose activity change, negative = cytotoxicity, usual class: inhibitors. 6.6% of 94,000 active. HEK 293 viability, ATP luminescence (CellTiter-Glo), 48-72 h; note: potency is the fitted concentration of half-maximal effect; nearly all actives have a fitted effect of over 60% in size
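Luminescence from cellular ATP, measured with CellTiter-Glo, indicates HEK 293 viability. Cells plated at 250 cells/well are treated with compound for 48 or 72 hr at 37 degree Celsius before reagent addition.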
HEK293 viab = reduces viability of HEK-293 SNCA reporter cells | HEK-293-SNCA-luc viability, GF-AFC fluorescence, 24 h | AID 1671193 | 0.12% of 150,000 active | Potency, µM (titrated, usually from 57.1 µM), without a hit: at the top dose activity change, negative = cytotoxicity, actives largely listed as cytotoxic;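 note: potency is the fitted concentration of half-maximal effect; 0% = DMSO-treated cells and -100% = medium-only wells without cells; nearly all actives have a fitted effect of over 30% in size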
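HEK-293-SNCA-luc cells (1500/well) plated 24 h, then exposed 24 h to a dilution series; GF-AFC added 30 min at 37C, fluorescence 405/540 nm; normalised to medium-only and DMSO wells, Hill fit.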
GPT2 inhibitor = GPT2 alanine aminotransferase inhibition | Q8TD30 | Potency, µM (highest dose often 57.7 µM), for inactives: at the highest dose activity change, negative = inhibition, usual class: inhibitors | Recombinant GPT2, coupled pyruvate oxidase/HRP Amplex Red fluorescence | 0.25% of 100,000 active; note: potency is the fitted concentration of half-maximal effect; nearly all actives have a fitted effect of over 60% in size; many of its hits are not listed in these tables
Target sequence (Q8TD30 whole entry, looked up): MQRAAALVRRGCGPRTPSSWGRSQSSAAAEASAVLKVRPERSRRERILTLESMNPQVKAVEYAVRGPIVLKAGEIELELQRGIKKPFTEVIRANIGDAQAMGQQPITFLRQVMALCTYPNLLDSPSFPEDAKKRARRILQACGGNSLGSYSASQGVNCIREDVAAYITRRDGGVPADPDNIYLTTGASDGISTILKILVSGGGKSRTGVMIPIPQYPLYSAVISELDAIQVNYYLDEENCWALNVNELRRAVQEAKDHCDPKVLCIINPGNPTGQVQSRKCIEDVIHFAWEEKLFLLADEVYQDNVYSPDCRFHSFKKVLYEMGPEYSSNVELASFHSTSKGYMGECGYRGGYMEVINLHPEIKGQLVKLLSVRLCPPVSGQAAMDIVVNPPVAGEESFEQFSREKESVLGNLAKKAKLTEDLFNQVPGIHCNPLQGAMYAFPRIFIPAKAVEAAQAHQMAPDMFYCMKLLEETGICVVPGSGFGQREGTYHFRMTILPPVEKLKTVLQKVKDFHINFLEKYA
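Inhibition is scored from Amplex Red fluorescence generated when pyruvate oxidase and HRP act on pyruvate released by GPT2. Reactions contain 10ng/uL enzyme, 250uM a-KG and 2mM L-alanine and run 30 min at room temperature.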
Luciferase inh = blocks purified firefly luciferase enzyme activity; P08659; 2.5% of 76,000 active; Potency, µM (series often up to 115 µM), for the others: top-dose activity change, negative = inhibition, hits mostly inhibitors; purified P. pyralis luciferase, luminescence, biochemical; note: potency is the fitted concentration of half-maximal effect; nearly all actives have a fitted effect of over 65% in size
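Purified P. pyralis luciferase (10nM final) in 50mM Tris acetate pH 7.5, 10mM Mg acetate, 0.01% Tween-20, 0.05% BSA with 10uM D-luciferin and 10uM ATP. Compounds titrated qHTS. Luminescence imaged on CCD.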
Numbers without * were called inactive; i = inactive; ? = inconclusive; . = no result given; [ ] = remark or other dose. Unless noted, calls come from the whole dose curve; as a rule, active = well fitted curve in the direction sought with a large enough effect; inconclusive = small, poorly fitted or top-dose-only effect, or another doubt; inactive = no such curve, though single readings can be large; an effect the other way counts as inactive or inconclusive. Unless noted, % is set by controls: 0 for no effect and ±100 for the full control effect. A portion of the library (hit frequency here may not be typical).

Molecule,SNCA expr inhib,HEK cytotox,Luciferase inh,IP6K1 inh,NIH3T3 tox,GPT2 inhibitor,HEK293 viab
CC(c1c[nH]c2ccccc12)C(O)C(=O)O (stereo unspecified),.,.,.,-2,.,1%,4%
CC(=O)Nc1ccc(OCC(=O)N(C)Cc2ccccc2)nc1,-2%,-9%,7%,18,-12%,i,4%
O=C(CN1CCN(c2ncccn2)CC1)N1CCC2(CCCNC2=O)C1 (stereo unspecified),8%,-3%,3%,17,1%,3%,2%
O=C(CSc1nc2ccccc2nc1Cc1ccccc1)N1CCc2ccccc21,14%,.,.,-2,.,.,-3%
CCCCNC(=O)c1cc2n(n1)CC(c1ccc3c(c1)OCO3)OC2 (stereo unspecified),-6%,?,-5%,25,?,i,-4%
Cn1c(=O)oc2cc(S(=O)(=O)N3CCC(C(=O)N4CCN(c5ccccc5F)CC4)CC3)ccc21,18%,.,.,9,.,.,7%
C#CCNC(=O)C[C@@H]1C[C@@H](C(C)C)[C@H](CNS(=O)(=O)Cc2ccccc2)C=C1C,-4%[87.6 µM],-24%[172 µM],0%[172 µM],5,?,-5%[88.5 µM],-18%[87.6 µM]
Cc1cnc(=O)[nH]c1SCC(=O)Nc1nc2ccccc2s1,40%[activator],.,.,11,.,.,12%
CCOCc1nc(C2CCCN(C(=O)COC)C2)no1 (stereo unspecified),?,-2%,-9%,-2,i,2%,-3%[12.5 µM]
Fc1ccccc1Cn1c(-c2ccccc2)nc2ccccc21,?,.,.,3,.,.,-20%
CN(C)c1ccc(C(=O)N2CCN(c3cc(-c4ccc(Cl)cc4)[nH]n3)CC2)cc1,-17%,?,-10%,-15,?,i,-8%
Cc1ccc(CN2CCN(C(=O)CCC3CC3)C(C)C2=O)cc1 (stereo unspecified),-19%,i,-8%,-8,1%,-8%,0%
COc1ccc(NC(=O)CCN2CCN(CCO)CC2)c(OC)c1,6%,.,.,-3,.,.,-5%
O=C(CCCc1ccccc1)NC1CCN(C(=O)N2CC3CC(C2)[C@H]2CCCC(=O)N2C3)CC1 (stereo partly specified),10%,10%,5%,-4,i,i,10%
O=C(NCC1CC1)c1cccc(OC2CN(C3CCCCCC3)C2)c1,26%,?,-8%,10,-23%,i,-21%
Cc1cc(C)cc(NC(=S)N[C@H]2CO[C@H]3[C@@H]2OC[C@H]3O)c1,?,-8%[172 µM],-5%[172 µM],3,i,1%[88.5 µM],-6%[87.6 µM]
O=C1CCN(S(=O)(=O)c2ccccc2)CCCN(C(=O)Nc2ccc3c(c2)OCCO3)CCN1,15%,3%,?,3,-6%,i,7%
Cc1ccccc1CNC(=O)c1cnc2sc(N3CCOCC3)nn2c1=O,-9%,.,.,-100*,.,.,-1%
Cc1cnc(CC2CCN(C(=O)NC(C)C)C2)n1C1CC1 (stereo unspecified),15%,-8%,-10%,-16,-29%,i,-5%
CC(=O)N1CCC([C@@H]2CN(C(=O)c3ccc(C#N)cc3)C[C@H]2CO)CC1,?,i,9%,-11,i,i,0%[12.5 µM]
CCOC(=O)c1c(-c2ccc(Br)cc2)csc1NC(=O)c1ccc(C(C)(C)C)cc1,-7%,.,.,17,.,.,4%
Cc1ccc(CN2CC(Oc3ccccc3C(=O)NC3CC3)C2)o1,6%,-29%,-2%,1,-10%,i,9%
C=CCOc1cccc(-c2nnc(CCC(=O)NCCCOC)c(=O)[nH]2)c1,1%,4%,-12%,7,0%,?,15%
COc1cc(C(=O)Nc2cc(C)ccc2OCc2cc(=O)n3c(C)csc3n2)cc(OC)c1OC,16%,.,.,7,.,.,-7%
COc1ccc(-c2ccc(C(=O)N3CCCC3)c(Cl)c2)nn1,.,?,.,-69*,32µM*,.,.
Cc1ccc(CNC(=O)N2CCC(OC3CCN(S(C)(=O)=O)CC3)CC2)cc1,-17%,-16%,-12%,-4,-21%,i,0%
O=C(Cn1ncc2c3ccccc3n(Cc3ccccc3F)c2c1=O)N1CCCCC1,8%,.,.,11,.,.,6%
COc1ccc(-c2cc(C(F)(F)F)nc(SCCC(=O)Nc3cc(C)ccc3O)n2)cc1,1%,.,.,15,.,.,-6%
CS(=O)(=O)N[C@@H]1[C@@H](NC(=O)CCn2nnc3ccccc32)[C@H]2CCO[C@H]21,?,-1%,-4%,7,-3%,-23%,-2%
CN(C)CCOCC1(C)COc2ccc(C(=O)Nc3ccc4[nH]ccc4c3)cc2N1 (stereo unspecified),?,?,50µM*,12,?,-19%[88.5 µM],6%[87.6 µM]
Cc1ccccc1Cn1c(C)c(CNCCCc2ccccc2)c(C(=O)O)c1C,-7%,.,.,-1,.,.,-9%
C=CCNC(=O)c1cn2c(n1)CN(C(=O)c1ccccc1)CC2,?,i,.,-2,i,i,3%
O=C(Cn1cccc1-c1nc(-c2ccc(F)cc2)no1)Nc1ccccc1F,8%,9%,1%,21,3%,i,-6%
CCCN1C(=O)C(CC(=O)N2CCCC(C)C2)Sc2ncccc21 (stereo unspecified),9%,?,-5%,-2,-15%,i,-6%
COc1ccc(C(=O)N2CCN(C(=O)c3nnn4c3COC(c3ccc(C)cc3)C4)CC2)cc1F (stereo unspecified),-9%,?,2%,-15,-12%,i,-9%
CCc1ccccc1NC(=O)Cn1c(-c2cccc(Cl)c2)nc(C)c(CCO)c1=O,-18%,?,-7%,3,?,i,?
COC(=O)[C@@H]1C[C@H](NC(=O)c2cccc(NC(=O)c3ccco3)c2C)CN1C,1%,4%,-17%,4,-2%,4%,-7%
CCN(CC)c1nn2c(=O)c(C(=O)NCCc3ccccc3C)cnc2s1,21%,.,.,-2,.,.,-12%
Cn1ncc2c(C(=O)NC3CC3)cc(-c3cccc(C(F)(F)F)c3)nc21,29%,-10%,.,-3,-16%,3%,0%
Cc1cnc(C(=O)N2CCCC2c2nc(CCOCC3CCCC3)no2)cn1 (stereo unspecified),2%,-13%,8%,37,-14%,-15%,5%

Compounds listed so far containing a Cl atom (three):
Molecule,SNCA expr inhib,HEK cytotox,Luciferase inh,IP6K1 inh,NIH3T3 tox,GPT2 inhibitor,HEK293 viab
CN(C)c1ccc(C(=O)N2CCN(c3cc(-c4ccc(Cl)cc4)[nH]n3)CC2)cc1,-17%,?,-10%,-15,?,i,-8%
COc1ccc(-c2ccc(C(=O)N3CCCC3)c(Cl)c2)nn1,.,?,.,-69*,32µM*,.,.
CCc1ccccc1NC(=O)Cn1c(-c2cccc(Cl)c2)nc(C)c(CCO)c1=O,-18%,?,-7%,3,?,i,?

Continued.
Molecule,SNCA expr inhib,HEK cytotox,Luciferase inh,IP6K1 inh,NIH3T3 tox,GPT2 inhibitor,HEK293 viab
Cc1cc(C)n(Cc2ccc(C(=O)N3CC4CC(C3)[C@H]3CCCC(=O)N3C4)o2)n1 (stereo partly specified),2%,3%,-4%,16,4%,i,6%
COc1c(Cl)cc(C(=O)N(Cc2ccc(C)o2)C2CCS(=O)(=O)C2)cc1Cl (stereo unspecified),14%,.,.,-5,.,.,4%
COc1ccc(OC)c(NC(=O)CSC2=Nc3ccccc3C3=NC(CC(=O)NCCc4ccccc4)C(=O)N23)c1 (stereo unspecified),91%[activator],.,.,1,.,.,-29%
O=C(NCCc1ccccn1)c1ccc2nccn2c1,17%[87.6 µM],-4%[172 µM],-17%[172 µM],-8,-8%[138 µM],2%[88.5 µM],-3%[87.6 µM]
COc1ccc(-c2noc(-c3cccn3CC(=O)N3CCN(c4ccc(F)cc4)CC3)n2)cc1F,25%,8%,12%,10,i,-2%,1%
COc1ccc(C)cc1Nc1nc2c(S(=O)(=O)c3cc(C)ccc3C)nnn2c2ccsc12,23%,.,.,-5,.,.,-8%
COc1ccc(-c2cc3c(=O)n(CCNC(=O)c4cccc(N(C)C)c4)ccn3n2)cc1,46%[activator],?,3.5µM*,-13,-12%,i,?
Cc1noc(C)c1C(=O)N1CCc2nn(C)c(=O)n2CC1,19%,4%,-4%,-2,-1%,i,7%
Cc1noc([C@@H]2CN(Cc3ccco3)C[C@H]2CO)n1,-17%,-16%,-12%,-6,-11%,?,?
Cc1cccc(-n2c3nc(=O)n(C)c(=O)c-3cc3c(C)nn(-c4ccccc4)c32)c1C,17%,.,.,-5,.,.,6%
COc1ccccc1OC1(C(=O)O)CCN(c2ncnc3nc[nH]c23)CC1,3%,-9%,15%,-9,-5%,-11%,-1%
Cc1ccc2c(=O)c(C(=O)c3ccc(F)cc3)cn(CC(=O)NCc3ccccc3Cl)c2n1,17%,.,.,-9,.,.,-6%
CCOCCn1c(=O)[nH]c2cc(C(=O)NCCN3CCOC3=O)ccc21,-8%,i,0%,8,1%,i,-15%
CCOc1ccc(-c2cn3c(n2)sc2cc(C(=O)NCCCN4CCCCCC4)ccc23)cc1,44%[activator],.,.,1,.,.,-22%
O=C(c1ccccc1)N1CCCC(C(=O)N2CCC(N3CCOC3=O)CC2)C1 (stereo unspecified),5%,0%,.,11,-11%,i,-4%
O=C(Cn1ccc2cc(S(=O)(=O)N3CCCCC3)ccc21)NCCc1ccc(Cl)cc1,-27%,.,.,-14,.,.,-26%
COc1cccc(-c2ccc(C(=O)NCCNC(=O)Cc3ccccn3)cc2)c1,.,?,.,-2,-15%,.,.
O=C(NCc1ccccc1)C1CCC(=O)N1C1CCN(C(=O)c2ccc(Cl)cc2)CC1 (stereo unspecified),18%,?,-5%,-3,-11%,i,-8%
CN(C/C=C/C#CC(C)(C)C)Cc1cccc2ccccc12,-35%[25.6 µM],.,.,12,.,i,19%[23.9 µM]
O=C(NCCc1ccccn1)c1cnc2c(c1)N([S+](=O)([O-])c1cccnc1)CCC2,31%[activator][87.6 µM],-30%[172 µM],-17%[172 µM],14,?,4%[88.5 µM],20%[87.6 µM]
C[C@]1(CO)[C@H]2Cc3sc(NC(=O)C4CCC4)nc3[C@@H](CC(=O)N3CCCCC3)[C@]2(C)CC[C@H]1O,-9%,-11%,-3%,-10,-20%,i,-3%
Cc1noc2c(N3CCN(C)CC3c3ccccc3)cc(-c3cccnc3)nc12 (stereo unspecified),-3%[87.6 µM],?,4%[172 µM],-21,?,-2%[88.5 µM],-1%[87.6 µM]
O=C(C[C@@H]1O[C@H](CNC(=O)C2CCCC2)[C@@H](O)[C@H]1O)NC1CC1,-19%[87.6 µM],-8%[172 µM],2%[172 µM],10,-22%[174 µM],-9%[88.5 µM],10%[87.6 µM]
COc1ccc(C(=O)NC2CCN(C(=O)c3cc4c(=O)[nH]c(C)cn4n3)CC2)cc1F,7%,-1%,2%,22,-17%,i,-4%

Source: PubChem (National Center for Advancing Translational Sciences (NCATS))
